# Screening results deposited in PubChem BioAssay by Broad Institute.
# TcdB GH inh: TcdB glycohydrolase inhibitors, primary screen, biochemical, single point, plate reader. TcdB glycohydrolase enzymatic assay. actives 0.24% (n = 350,000). Toxin B (Clostridioides difficile), P18177. AID 652162, 2013. inhibition, % at 9.99 µM; in the data active means inhibition above about 10%
# Target sequence (P18177 whole entry, looked up): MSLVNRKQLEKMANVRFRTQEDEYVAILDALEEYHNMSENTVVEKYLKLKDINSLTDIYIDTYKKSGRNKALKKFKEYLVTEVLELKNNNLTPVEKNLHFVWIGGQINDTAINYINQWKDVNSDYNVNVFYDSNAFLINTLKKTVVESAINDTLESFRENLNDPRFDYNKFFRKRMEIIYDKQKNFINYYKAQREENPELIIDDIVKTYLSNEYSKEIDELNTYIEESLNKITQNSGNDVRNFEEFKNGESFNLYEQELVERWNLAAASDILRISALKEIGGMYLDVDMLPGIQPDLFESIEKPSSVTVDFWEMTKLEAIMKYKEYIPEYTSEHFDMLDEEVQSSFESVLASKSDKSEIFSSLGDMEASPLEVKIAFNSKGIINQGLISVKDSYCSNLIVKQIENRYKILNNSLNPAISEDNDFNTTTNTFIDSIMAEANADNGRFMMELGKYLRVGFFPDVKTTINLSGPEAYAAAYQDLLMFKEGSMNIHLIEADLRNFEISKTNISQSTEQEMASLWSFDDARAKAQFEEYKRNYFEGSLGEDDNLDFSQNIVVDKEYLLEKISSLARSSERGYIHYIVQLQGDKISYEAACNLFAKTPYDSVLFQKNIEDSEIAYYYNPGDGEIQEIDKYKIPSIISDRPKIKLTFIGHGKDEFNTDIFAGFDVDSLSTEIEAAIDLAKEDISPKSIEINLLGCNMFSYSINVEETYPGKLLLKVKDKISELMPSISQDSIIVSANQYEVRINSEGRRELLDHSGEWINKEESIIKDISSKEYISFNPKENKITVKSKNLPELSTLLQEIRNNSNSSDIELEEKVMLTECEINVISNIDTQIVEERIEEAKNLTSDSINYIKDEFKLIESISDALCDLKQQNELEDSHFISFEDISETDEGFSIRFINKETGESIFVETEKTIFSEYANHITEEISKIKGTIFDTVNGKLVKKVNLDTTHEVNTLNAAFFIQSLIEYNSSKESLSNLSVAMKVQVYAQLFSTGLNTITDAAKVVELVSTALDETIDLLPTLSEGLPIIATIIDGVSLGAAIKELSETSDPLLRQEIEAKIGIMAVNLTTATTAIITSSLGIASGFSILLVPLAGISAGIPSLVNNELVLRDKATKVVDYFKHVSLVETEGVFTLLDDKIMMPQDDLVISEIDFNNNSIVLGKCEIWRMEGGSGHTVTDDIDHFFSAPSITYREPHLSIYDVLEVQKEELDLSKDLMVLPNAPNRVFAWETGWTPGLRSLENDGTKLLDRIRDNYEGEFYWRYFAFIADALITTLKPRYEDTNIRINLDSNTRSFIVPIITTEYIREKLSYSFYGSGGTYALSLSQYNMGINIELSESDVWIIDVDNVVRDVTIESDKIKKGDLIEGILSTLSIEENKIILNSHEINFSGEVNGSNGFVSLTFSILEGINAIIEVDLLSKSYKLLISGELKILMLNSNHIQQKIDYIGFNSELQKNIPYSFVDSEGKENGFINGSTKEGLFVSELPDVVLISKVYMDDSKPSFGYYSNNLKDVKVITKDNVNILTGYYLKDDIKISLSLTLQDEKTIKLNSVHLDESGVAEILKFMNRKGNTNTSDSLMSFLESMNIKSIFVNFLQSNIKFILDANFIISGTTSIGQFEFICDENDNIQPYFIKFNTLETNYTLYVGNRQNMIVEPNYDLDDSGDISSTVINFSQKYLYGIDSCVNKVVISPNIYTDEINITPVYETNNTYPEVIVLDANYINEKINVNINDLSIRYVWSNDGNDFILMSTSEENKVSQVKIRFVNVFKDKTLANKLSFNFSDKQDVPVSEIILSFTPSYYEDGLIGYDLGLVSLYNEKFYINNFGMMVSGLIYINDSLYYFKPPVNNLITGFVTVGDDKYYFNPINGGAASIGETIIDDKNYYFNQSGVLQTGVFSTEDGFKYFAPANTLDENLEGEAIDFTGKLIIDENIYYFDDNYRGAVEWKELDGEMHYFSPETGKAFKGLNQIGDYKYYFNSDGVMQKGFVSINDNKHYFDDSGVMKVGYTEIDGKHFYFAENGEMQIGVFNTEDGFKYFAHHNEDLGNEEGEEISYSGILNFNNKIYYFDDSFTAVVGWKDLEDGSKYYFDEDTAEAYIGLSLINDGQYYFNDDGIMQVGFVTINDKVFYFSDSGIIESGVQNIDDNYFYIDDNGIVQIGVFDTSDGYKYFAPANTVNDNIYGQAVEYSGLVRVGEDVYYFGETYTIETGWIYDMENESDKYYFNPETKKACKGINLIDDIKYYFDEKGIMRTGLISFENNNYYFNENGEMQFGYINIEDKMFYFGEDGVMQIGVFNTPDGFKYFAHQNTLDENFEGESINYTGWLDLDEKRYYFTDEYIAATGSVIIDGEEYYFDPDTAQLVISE
# Active calls of the source: *; & = joins results of further samples. Some of the compounds tested; rates above refer to the full screens.
SMILES,TcdB GH inh
O=C(C[C@H]1C[C@@H]2c3cc(NS(=O)(=O)c4ccc(F)cc4)ccc3O[C@@H]2[C@@H](CO)O1)NCc1ccncc1,-1.4
CCCNC(=O)Nc1ccc2c(c1)C(=O)N(C)C[C@H](OC)[C@H](C)CN(C(C)=O)[C@H](C)CO2,0.0
CC=Cc1ccc2n(c1=O)C[C@H]1[C@H](CO)[C@@H](C(=O)NCC3CC3)[C@@H]2N1CCC(F)(F)F (mixture of isomers),0.1
COc1ccc(NC(=O)N(C)C[C@H]2OCCCC[C@H](C)Oc3ccc(NC(=O)c4ccccc4)cc3C(=O)N([C@@H](C)CO)C[C@@H]2C)cc1,-1.2
CCCCNc1cccc2c1S(=O)(=O)N[C@@H](CC(C)C)CO2,-0.8
C[C@@H]1CN([C@@H](C)CO)C(=O)Cc2cc(NS(=O)(=O)c3cn(C)cn3)ccc2O[C@@H]1CN(C)C(=O)Nc1ccc2c(c1)OCO2,-2.2
Cc1noc(C)c1NC(=O)N(C)C[C@H]1Oc2ncc(/C=C/c3ccccc3)cc2C(=O)N([C@@H](C)CO)C[C@@H]1C,0.6
C[C@H](O)[C@@H]1CN2CCc3ccc(-c4ccc5c(c4)OCO5)cc3[C@@H]2C[C@@H]1N(C)C(=O)NC1CCCCC1,1.7
C[C@@H]1CN([C@@H](C)CO)S(=O)(=O)c2ccc(C#Cc3ccccc3)cc2O[C@@H]1CN(C)C(=O)C1CC1,-0.4
O=C(Nc1cccc(Cl)c1)N1C[C@H]2[C@@H](c3ccccc31)[C@H](CO)N2Cc1cccnc1,-0.2
C[C@@H]1CN([C@@H](C)CO)C(=O)c2cc(NS(C)(=O)=O)ccc2O[C@@H]1CN(C)C(=O)Nc1ccc(F)cc1,0.5
C[C@@H]1CN([C@H](C)CO)C(=O)c2cc(NS(=O)(=O)c3cccs3)ccc2O[C@H]1CN(C)Cc1ccncc1,0.8
Cc1ccc(S(=O)(=O)N(C)C[C@@H]2Oc3ccc(NS(=O)(=O)c4ccc(Cl)cc4)cc3C(=O)N([C@@H](C)CO)C[C@@H]2C)cc1,1.3
C[C@@H]1CN([C@@H](C)CO)C(=O)c2cc(NC(=O)C3CC3)ccc2O[C@@H]1CN(C)C(=O)Nc1ccccc1,-0.4
CN1CCN(C(=O)C[C@@H]2CC[C@H]3[C@@H](COC[C@@H](O)CN3C(=O)Cc3ccccc3)O2)CC1,0.5
O=C(NCC[C@H]1CC[C@@H](NC(=O)C2CCOCC2)[C@H](CO)O1)Nc1ccc(Cl)cc1,-2.0
C[C@H](CO)N1C[C@H](C)[C@H](CN(C)C(=O)Nc2ccccc2)Oc2ccc(NC(=O)CCN3CCOCC3)cc2CC1=O,0.2
CC(C)CC#Cc1ccc2c(c1)O[C@H](CN(C)Cc1cccnc1)[C@H](C)CN([C@@H](C)CO)S2(=O)=O,0.6
COc1ccc(S(=O)(=O)N(C)C[C@@H]2Oc3ccc(NC(=O)CCCCCC(=O)Nc4ccccc4N)cc3CC(=O)N([C@@H](C)CO)C[C@H]2C)cc1,-1.4
CCCNC(=O)[C@H]1[C@H](CO)[C@H]2Cn3c(ccc(-c4cccc(F)c4)c3=O)[C@H]2N1C(C)=O,0.5
CC(=O)N(C)C[C@@H]1Oc2cc(C#Cc3cccnc3)ccc2S(=O)(=O)N([C@H](C)CO)C[C@@H]1C,1.6
C[C@@H]1CN([C@H](C)CO)C(=O)c2cccc(N(C)C)c2O[C@H]1CN(C)Cc1ccc(C(=O)O)cc1,-1.1
O=S(=O)(c1ccccc1)N1CCCCN2[C@@H](CO)[C@H](c3ccc(-c4cncnc4)cc3)[C@@H]2C1,-0.2
COc1ccccc1-c1ccc2n(c1=O)C[C@@H]1[C@@H](CO)[C@H](C(=O)N(C)C)[C@H]2N1C(=O)c1cccnc1,-0.4
COc1cccc(-c2ccc3c(c2)O[C@@H](CN(C)C(=O)C2CCCCC2)[C@@H](C)CN([C@H](C)CO)S3(=O)=O)c1,-1.2
C[C@@H]1CN([C@H](C)CO)C(=O)Cc2cc(NC(=O)Nc3ccc(F)cc3)ccc2O[C@H]1CN(C)CC1CCCCC1,1.0
C[C@@H]1CN([C@@H](C)CO)C(=O)c2cc(NC(=O)C3CC3)ccc2O[C@H]1CN(C)S(C)(=O)=O,0.7
CCCNC(=O)[C@@H]1[C@@H](CO)[C@@H]2Cn3c(ccc(C4=CCCCC4)c3=O)[C@H]1N2,-0.8
CNC[C@H]1OCCCC[C@H](C)Oc2ccc(NS(=O)(=O)c3ccc(C)cc3)cc2C(=O)N([C@@H](C)CO)C[C@@H]1C,0.9
CNC[C@@H]1Oc2ccc(NC(=O)Nc3ccc4c(c3)OCO4)cc2C(=O)N([C@H](C)CO)C[C@@H]1C,0.7
COc1ccc(NC(=O)N(C)C[C@@H]2OCCCC[C@@H](C)Oc3ccc(NC(=O)c4ccccc4)cc3C(=O)N([C@@H](C)CO)C[C@H]2C)cc1,-1.1
COc1ccc(S(=O)(=O)N[C@@H]2CC[C@@H](CC(=O)N3CCC(Cc4ccccc4)CC3)O[C@H]2CO)cc1,-0.3
COCc1cn(CC[C@@H]2CC[C@H](NC(=O)Nc3c(C)noc3C)[C@@H](CO)O2)nn1,0.1
C[C@H]1CCCCO[C@H](CN(C)S(=O)(=O)c2ccccc2)[C@@H](C)CN([C@@H](C)CO)C(=O)c2cc(NS(=O)(=O)c3ccc(Cl)cc3)ccc2O1,-0.3
CC(C)NC(=O)Nc1ccc2c(c1)C(=O)N([C@@H](C)CO)C[C@@H](C)[C@@H](CN(C)Cc1ccc(C(F)(F)F)cc1)OCCCC[C@@H](C)O2,0.9
C[C@@H]1CN([C@H](C)CO)C(=O)c2cccc(NS(=O)(=O)c3ccc(F)cc3)c2O[C@@H]1CN(C)S(C)(=O)=O,-0.4
CN1c2ccc(-c3cccc(C#N)c3)cc2[C@H]2[C@H](CCN2C(=O)NC2CCCC2)[C@@H]1CO,-0.3
O=C(Nc1ccc2c(c1)OCO2)N[C@H]1CC[C@@H](CCNC(=O)C2CCOCC2)O[C@@H]1CO,0.3
COc1ccc(S(=O)(=O)N(C)C[C@@H]2OCCCC[C@@H](C)Oc3ccc(NC(=O)CCCN(C)C)cc3C(=O)N([C@H](C)CO)C[C@@H]2C)cc1,-0.2
Cc1ccc(-c2ccc([C@@H]3[C@@H](CO)N4C(=O)CN(C(=O)Nc5cccc(F)c5)C[C@@H]34)cc2)cc1,-4.1
C[C@H](CO)N1C[C@H](C)[C@H](CN(C)S(=O)(=O)c2ccc(F)cc2)Oc2c(NC(=O)Nc3ccc4c(c3)OCO4)cccc2C1=O,1.2
C[C@@H]1CCCCO[C@@H](CN(C)Cc2ccc(C(F)(F)F)cc2)[C@@H](C)CN([C@@H](C)CO)C(=O)c2cc(NC(=O)CCC(F)(F)F)ccc2O1,-1.7
CC=Cc1ccc2n(c1=O)C[C@H]1[C@H](CO)[C@@H](C(=O)NC3CCCC3)N(Cc3ccccc3)[C@@H]21 (mixture of isomers),0.0
C[C@@H]1CCCCO[C@@H](CN(C)S(=O)(=O)c2cn(C)cn2)[C@@H](C)CN([C@H](C)CO)C(=O)c2cc(NC(=O)Nc3ccc(F)cc3)ccc2O1,-0.9
C[C@H]1CN([C@@H](C)CO)C(=O)Cc2cc(NC(=O)Nc3ccccc3)ccc2O[C@H]1CN(C)CC1CC1,0.2
O=C(NCC[C@H]1CC[C@@H](NC(=O)C2CCCC2)[C@@H](CO)O1)Nc1ccc(Cl)cc1,-0.2
C=CCN1C(=O)[C@]2(O[C@H](CCn3cc([C@H](O)c4ccccc4)nn3)[C@@H]([Si](C)(C)c3ccc(OC)cc3)[C@@H]2C)c2cc(N3CCOC3=O)ccc21,-0.9
C[C@H]1CN([C@@H](C)CO)S(=O)(=O)c2ccc(-c3cncnc3)cc2O[C@H]1CN(C)C(=O)c1cccc(F)c1,-0.1

# Molecules shown so far containing two or more sulfur atoms (four):
SMILES,TcdB GH inh
C[C@@H]1CN([C@H](C)CO)C(=O)c2cc(NS(=O)(=O)c3cccs3)ccc2O[C@H]1CN(C)Cc1ccncc1,0.8
Cc1ccc(S(=O)(=O)N(C)C[C@@H]2Oc3ccc(NS(=O)(=O)c4ccc(Cl)cc4)cc3C(=O)N([C@@H](C)CO)C[C@@H]2C)cc1,1.3
C[C@H]1CCCCO[C@H](CN(C)S(=O)(=O)c2ccccc2)[C@@H](C)CN([C@@H](C)CO)C(=O)c2cc(NS(=O)(=O)c3ccc(Cl)cc3)ccc2O1,-0.3
C[C@@H]1CN([C@H](C)CO)C(=O)c2cccc(NS(=O)(=O)c3ccc(F)cc3)c2O[C@@H]1CN(C)S(C)(=O)=O,-0.4

# The main list resumes; the two compounds before the break are reprinted first.
SMILES,TcdB GH inh
C=CCN1C(=O)[C@]2(O[C@H](CCn3cc([C@H](O)c4ccccc4)nn3)[C@@H]([Si](C)(C)c3ccc(OC)cc3)[C@@H]2C)c2cc(N3CCOC3=O)ccc21,-0.9
C[C@H]1CN([C@@H](C)CO)S(=O)(=O)c2ccc(-c3cncnc3)cc2O[C@H]1CN(C)C(=O)c1cccc(F)c1,-0.1
CO[C@@H]1CN(C)C(=O)c2ccc(NC(=O)Nc3c(C)noc3C)cc2OC[C@@H](C)N(CC2CC2)C[C@@H]1C,0.1
O=C(Cc1cccnc1)N1CC(=O)N2[C@H](C1)[C@@H](c1ccc(C3=CCCC3)cc1)[C@@H]2CO,-0.8
COC(=O)C[C@@H]1CC[C@@H](NS(=O)(=O)c2ccc(OC)cc2)[C@@H](CO)O1,0.3&0.3
CCCNC(=O)[C@H]1[C@H](CO)[C@H]2Cn3c(ccc(-c4ccc(F)cc4)c3=O)[C@@H]1N2Cc1ccccc1F,1.2
C[C@H](CO)N1C[C@H](C)[C@H](CN(C)CC2CC2)Oc2c(NS(=O)(=O)c3ccccc3)cccc2C1=O,-0.8
COCC(=O)N[C@@H]1C[C@@H]2O[C@@H](CO)CC[C@@H]2O[C@@H]1CCc1ccc(-c2ccccc2)cc1,1.1
C[C@@H]1CN([C@@H](C)CO)C(=O)c2cc(NS(C)(=O)=O)ccc2O[C@@H]1CN(C)C(=O)Nc1ccc2c(c1)OCO2,-8.0
CN1CCN(C(=O)C[C@H]2C[C@@H]3c4cc(NC(=O)C5CCOCC5)ccc4O[C@@H]3[C@@H](CO)O2)CC1,0.7
COc1ccc(C#Cc2ccc([C@@H]3[C@H]4CN(C(=O)Cc5cccnc5)CCCCN4[C@H]3CO)cc2)cc1,0.6
C[C@H](CO)N1C[C@H](C)[C@H](CN(C)C)Oc2cc(-c3ccccc3F)ccc2S1(=O)=O,-0.4
CC(C)c1cn(CC[C@H]2CC[C@@H](NS(=O)(=O)c3ccc(F)cc3)[C@H](CO)O2)nn1,2.2
CN(C)Cc1cn(CC[C@@H]2CC[C@H](N)[C@H](CO)O2)nn1,0.0
COc1ccc(NC(=O)N(C)C[C@H]2Oc3ccc(NC(=O)Nc4cccc5ccccc45)cc3C(=O)N([C@H](C)CO)C[C@H]2C)cc1,0.5
O=C(C[C@@H]1C[C@@H]2c3cc(NC(=O)c4ccc5c(c4)OCO5)ccc3O[C@@H]2[C@H](CO)O1)NCc1cc(F)ccc1F,-1.2
C[C@@H]1CN([C@H](C)CO)C(=O)Cc2cc(NC(=O)NC3CCCCC3)ccc2O[C@H]1CN(C)S(=O)(=O)c1ccc(F)cc1,-0.6
C[C@@H]1CN([C@@H](C)CO)C(=O)CCCn2nncc2CO[C@H]1CN(C)C(=O)Nc1ccccc1,-1.7
C[C@@H]1CN([C@@H](C)CO)C(=O)c2cc(C3=CCCCC3)cnc2O[C@@H]1CN(C)Cc1ccc(C(=O)O)cc1,0.3
CCS(=O)(=O)Nc1ccc2c(c1)C(=O)N(C)C[C@H](OC)[C@H](C)CN(Cc1ccccn1)[C@H](C)CO2,-2.5
O=C(C[C@H]1CC[C@@H]2[C@H](COC[C@@H](O)CN2Cc2ccc(F)cc2)O1)NCCc1ccccc1,-2.6
COc1ccccc1-c1cn(CC[C@@H]2CC[C@@H](NC(=O)NC(C)C)[C@@H](CO)O2)nn1,0.5
CC(C)NC(=O)N(C)C[C@@H]1Oc2c(cccc2N(C)C)C(=O)N([C@@H](C)CO)C[C@@H]1C,-1.3
C[C@H]1CN([C@@H](C)CO)C(=O)c2cc(-c3ccncc3)cnc2O[C@@H]1CN(C)CC1CCCCC1,-0.4
C[C@H]1CN([C@@H](C)CO)S(=O)(=O)c2ccc(-c3ccncc3)cc2O[C@H]1CN(C)C(=O)C1CC1,0.5
C[C@@H]1CN([C@H](C)CO)S(=O)(=O)c2ccc(C#CC3CC3)cc2O[C@@H]1CN(C)C(=O)C1CC1,0.2
Cc1ccc(S(=O)(=O)Nc2ccc3c(c2)C(=O)N([C@@H](C)CO)C[C@@H](C)[C@@H](CN(C)C)OCCCC[C@@H](C)O3)cc1,-0.6
C[C@H](CO)N1C[C@H](C)[C@H](CN(C)S(C)(=O)=O)Oc2c(NC(=O)C3CCOCC3)cccc2C1=O,0.5
O=C(C[C@H]1CC[C@@H]2[C@H](COC[C@H](O)CN2Cc2cccc(C(F)(F)F)c2)O1)NCCc1ccccc1,-2.9&0.7
C[C@@H]1CN([C@@H](C)CO)C(=O)Cc2cc(NC(=O)Cc3cn(C)c4ccccc34)ccc2O[C@H]1CN(C)C(=O)Nc1ccc2c(c1)OCO2,-1.9
CCCNC(=O)N1[C@H](C#N)[C@@H](c2ccc(-c3cccc(OC)c3)cc2)[C@@H]1CO,0.2
COc1cccc(CNC(=O)C[C@@H]2C=C[C@H](NC(=O)C3CC3)[C@@H](CO)O2)c1,0.4
OC[C@@H]1[C@H](c2ccc(Br)cc2)[C@@H]2CN(Cc3ccccn3)CCCCN12,0.4
COc1ccc(-c2ccc3c(c2)[C@@H]2[C@@H](CCN2C(=O)Nc2ccc(F)cc2)[C@H](CO)N3C)cc1,0.8

# Looked up above.
# TcdB GH inh, `CCCNC(=O)N1[C@H](C#N)[C@@H](c2ccc(-c3cccc(OC)c3)cc2)[C@@H]1CO` → 0.2
# TcdB GH inh, `COc1cccc(CNC(=O)C[C@@H]2C=C[C@H](NC(=O)C3CC3)[C@@H](CO)O2)c1` → 0.4
# TcdB GH inh, `OC[C@@H]1[C@H](c2ccc(Br)cc2)[C@@H]2CN(Cc3ccccn3)CCCCN12` → 0.4
